KLF5 inh = KLF5 expression inhibitors, primary screen, DLD-1 cells, luminescence. inhibition, % at 5 µM. AID 1700, 2009. DLD-1 KLF5 promoter-luciferase reporter. 290,000 tested, 0.23% active;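 active = inhibition above a per-plate limit of that plate's mean compound inhibition plus 3 SD, cut at about 60% in these data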;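 note: 0% = DMSO wells and 100% = LY294002 at 200 µM; higher means less KLF5 promoter-driven luciferase light; inactives centre near -14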
aSyn 5UTR inh = MLPCN primary screen, SNCA 5' untranslated region; 300,000 tested, 0.82% active; alpha-synuclein 5'UTR reporter, inhibitor activity; inhibition, % (tested at 7.5 µM); in the data active = inhibition above about 60%;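 note: H4 neuroglioblastoma cells stably carrying SNCA 5'UTR luciferase fusion; 0% = DMSO wells and 100% = positive control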
IEC-6 cytotox = cytotoxicity in IEC-6 intestinal epithelial cells, primary screen, cytotoxicity control for KLF5 inhibitor project, cell-based, luminescence; IEC-6 cytotoxicity, luminescence viability; inhibition, % at 5 µM; 290,000 tested, 0.78% active; AID 1825, 2009; in the data active = inhibition above about 22%;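 note: 0% = plate median of test compound wells and 100% = cytotoxic reference compound wells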
GSK3beta inhib = human GSK3beta kinase inhibitors, primary screen, biochemical, cell-free homogeneous, HTS | GST-GSK3beta kinase, ADP-Glo luminescence, 60 min; hits give low values | activity score (negative = inhibition), % at 10 µM | 300,000 tested, 0.038% active | AID 2097, 2009;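 active = more than half of replicate wells score below -50%, meaning over 50% inhibition versus plate controls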;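 note: 0% = median DMSO wells and -100% = median GW8510 positive control wells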
Target sequence (P49841 whole entry, looked up): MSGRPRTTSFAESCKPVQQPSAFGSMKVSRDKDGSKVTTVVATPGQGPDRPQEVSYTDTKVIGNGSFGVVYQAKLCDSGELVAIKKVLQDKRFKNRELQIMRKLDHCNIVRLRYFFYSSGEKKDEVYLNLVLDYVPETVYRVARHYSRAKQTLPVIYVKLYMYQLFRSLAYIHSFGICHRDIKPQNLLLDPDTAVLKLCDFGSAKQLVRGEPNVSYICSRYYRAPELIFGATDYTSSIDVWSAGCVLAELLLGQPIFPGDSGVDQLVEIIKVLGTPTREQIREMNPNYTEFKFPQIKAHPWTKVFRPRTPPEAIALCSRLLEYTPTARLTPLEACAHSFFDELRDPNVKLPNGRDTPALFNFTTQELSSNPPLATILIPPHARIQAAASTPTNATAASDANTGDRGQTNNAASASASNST
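test system = GST-tagged human GSK3beta kinase, cell-free | reagent = 25 µM ATP with peptide substrate | dosing = one dose of 10 µM per compound | schedule = 60 min reaction, RT | detection = luminescent ADP-Glo measurement of ADP formed | control set = DMSO neutral wells and GW8510 at 20 µM as positive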
HSF-1 act = HSF-1 activators, primary screen, NIH3T3-HGL cells, MG132 stress, luminescence, single point; NIH3T3-HGL HSF-1 luciferase reporter, 8 h; 100% = twice DMSO control signal; activation, % at 9 µM; 300,000 tested, 1.7% active; AID 504408, 2011;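 active = mean replicate activation of at least 50% with a set share of replicates each reaching 50%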;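 note: 0% = median of the neutral control wells and 100% = twice that signal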
PolyA inhibitor = polyadenylation inhibitors in yeast reporter cells, primary screen, luminescence, S. cerevisiae; S. cerevisiae SKY197-pL101 polyadenylation reporter, beta-gal luminescence; efflux-impaired pdr1/pdr3 knockout yeast; score 100 = 6 SD above DMSO; 300,000 tested, 0.02% active; calls only at 12 µM;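 active = lowest replicate activity score at least 50, where 100 means six control SD above control mean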;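 note: yeast exposed to compound for 9 h at 30 °C; higher score means more reporter readthrough which indicates perturbed polyadenylation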
GSK3A inh = blockers of GSK3A enzyme activity – biochemical, luminescence, cell-free homogeneous, HTS, primary screen. Glycogen synthase kinase-3 alpha (Homo sapiens), P49840. GSK-3 alpha kinase, ADP-Glo luminescence, 60 min. inhibition, % at 10 µM. 320,000 tested, 0.1% active;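 in the data active = inhibition above about 50%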;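 note: GST-tagged GSK-3 alpha with peptide substrate and 25 µM ATP; 0% = DMSO neutral wells and 100% = GW8510 positive control wells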
Target sequence (P49840 whole entry, looked up): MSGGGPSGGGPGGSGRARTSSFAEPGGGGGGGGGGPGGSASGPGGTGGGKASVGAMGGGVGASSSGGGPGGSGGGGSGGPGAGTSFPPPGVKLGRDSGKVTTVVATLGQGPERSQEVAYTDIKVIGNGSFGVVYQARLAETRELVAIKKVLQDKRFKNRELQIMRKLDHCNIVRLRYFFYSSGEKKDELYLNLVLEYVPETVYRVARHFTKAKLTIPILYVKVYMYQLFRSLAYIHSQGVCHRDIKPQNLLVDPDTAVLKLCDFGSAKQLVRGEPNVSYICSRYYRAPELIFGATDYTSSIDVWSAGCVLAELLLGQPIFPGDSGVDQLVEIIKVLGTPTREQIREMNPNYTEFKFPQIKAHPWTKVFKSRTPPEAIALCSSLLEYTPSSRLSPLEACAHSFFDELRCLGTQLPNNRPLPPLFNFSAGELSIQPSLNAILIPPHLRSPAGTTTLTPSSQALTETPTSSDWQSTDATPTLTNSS
AI-2 QS modul = Vibrio harveyi AI-2 quorum sensing modulators, primary screen, JMH597 strain, luminescence/OD600 ratio; 300,000 tested, 0.4% active; Vibrio harveyi JMH597 AI-2 luminescence/OD600 ratio, 9 h; hits give low values; strain lacks LuxN and CqsS sensors; 0 = neutral-control median; activity change, % at 7.5 µM; AID 2094, 2009; in the data active = activity change below about -75%, passing the limit was not always enough;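 note: luminescence divided by OD600 gain over 9 h not by final OD600 alone; inactives centre near 13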
HSP90 inh = HSP90 inhibitors, primary screen, cell lysate, luminescence | Heat shock protein HSP 90 (rabbit reticulocyte lysate; luciferase refolding) | Rabbit reticulocyte lysate, luciferase refolding luminescence, 3 h | inhibition, % at 5.6 µM | 290,000 tested, 0.91% active | AID 1789, 2009;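 active = inhibition above the screen-wide mean plus 3 SD, computed separately per campaign, cut at about 16% in these data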;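 note: 0% = DMSO wells and 100% = 60 µM geldanamycin wells; inhibitors lower the luminescence because luciferase stays unfolded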
HSF1 inhib = HSF1 inhibitors in luciferase reporter cells, primary screen, cell-based, NIH3T3, luminescence | NIH3T3-HGL HSE-luciferase, MG132-induced, luminescence 8 h; hits give low values | activity change, negative = inhibition, % at 7.5 µM (by protocol) | AID 2098, 2009 | 300,000 tested, 0.77% active;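 active = more than half of replicate wells show activity change below -50%, luminescence cut by over half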;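 note: luciferase reports HSF-1 transcriptional activity via heat shock element; 0% = median of DMSO wells and -100% = zero luminescence signal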
The depositor's hits bear a star; i = inactive; . = no result given. An excerpt; count on the stated rates, not on these rows.

SMILES	KLF5 inh	aSyn 5UTR inh	IEC-6 cytotox	GSK3beta inhib	HSF-1 act	PolyA inhibitor	GSK3A inh	AI-2 QS modul	HSP90 inh	HSF1 inhib
COc1cccc(N(C(=O)Cn2nnc(-c3ccc(F)cc3)n2)C(C(=O)NCC2CCCO2)c2ccc(Cl)cc2)c1 (stereo unspecified)	8	-12	4	3	23	i	0	16	3	-6
COc1ccc(NC(=S)NCc2ccccn2)cc1OC	-30	-32	2	1	20	i	-2	14	2	8
CCOc1ccc(Nc2nc(NCc3ccco3)nc(N)c2[N+](=O)[O-])cc1	6	22	4	-9	-4	i	0	23	5	-3
CCOCCCn1c(SC(C(=O)Nc2cc(C)ccc2C)c2ccccc2)nnc1-c1ccc(Cl)cc1 (stereo unspecified)	3	5	1	2	24	i	14	18	-1	9
O=C(Nc1ccc(S(=O)(=O)N2CCOCC2)cc1)c1ccccc1	-27	-4	-4	1	1	i	0	22	-2	-1
O=C(CN1CCCCCC1)Nc1cccc(Br)c1	-28	0	-4	-3	19	i	1	14	-4	-7
Cc1ccsc1C(=O)Nc1nccs1	-26	-49	0	-2	16	i	8	42	-2	11
COC(=O)c1cn(C(=O)c2ccc(Br)o2)c2ccccc12	-24	6	1	-4	-4	i	5	8	2	1
Cc1cc(C(=O)N2CCc3ccccc32)c2cc(F)ccc2n1	-25	3	9	-1	-2	i	8	26	0	-2
Cc1cc(C)c2c(N)c(C(=O)N3CCN(c4ncccn4)CC3)sc2n1	2	-6	1	0	-9	i	0	18	-3	1
Cc1cccc(C(=O)NCC(=O)N2CCOCC2)c1	-40	-23	-3	2	0	i	0	19	-4	1
O=C(CCc1ccccc1)NC(=S)Nc1cccc(C(=O)O)c1	-69	-46	1	-1	16	i	3	-9	33*	9
CC(C)OC(=O)CSc1nnc(-c2ccc([N+](=O)[O-])cc2)o1	-11	7	-2	3	15	.	-1	13	-4	5
COC(=O)c1ccccc1NC(=O)n1cc(C)cn1	-19	-2	-3	-1	5	i	-1	1	0	-1
O=C(NCCc1ccc(F)cc1)c1cccs1	-160	-139	-2	0	49	i	-1	13	4	42
Cc1c(C(=O)N(Cc2cccc(Br)c2)C2CCS(=O)(=O)C2)oc2ccccc12 (stereo unspecified)	-17	3	1	0	9	i	1	5	-2	10
Cc1cccc(C)c1-n1cccc1/C=C1/C(=N)N2C(=NC1=O)SN=C2S(C)(=O)=O	-25	-4	9	5	8	i	-4	16	2	4
CCOP(=O)(OCC)C(Nc1ccc([N+](=O)[O-])cc1)c1ccc(Cl)cc1 (stereo unspecified)	1	-21	10	3	1	i	-2	7	-3	-7
O=C(c1ccc(CN2CCOCC2)cc1)N1CCC(Cc2ccccc2)CC1	-26	-23	2	-1	-4	i	0	17	4	-11
CCC(C)NC(=O)N[C@@H](CCSC)C(=O)OC (stereo partly specified)	19	16	-4	-1	2	i	.	24	-7	-3
CCOc1ccc(N(C)Cc2cc(=O)oc3ccc(OC)cc23)cc1	-12	20	4	1	-10	i	13	24	2	-23
COc1ccc(-n2ncc3c2CC(C)(C)CC3NC(=O)c2cnc(C)cn2)cc1 (stereo unspecified)	-8	8	14	0	1	i	0	8	1	1
CC(=O)Nc1nnc(SCC(=O)NC2CC2)s1	1	-10	1	1	-9	i	-5	16	-2	1
Cc1cccc(NC(=S)NN2CCOCC2)c1C	5	0	2	3	0	i	-2	15	-2	-5

Among those listed so far, three contain a Cl atom.
SMILES	KLF5 inh	aSyn 5UTR inh	IEC-6 cytotox	GSK3beta inhib	HSF-1 act	PolyA inhibitor	GSK3A inh	AI-2 QS modul	HSP90 inh	HSF1 inhib
COc1cccc(N(C(=O)Cn2nnc(-c3ccc(F)cc3)n2)C(C(=O)NCC2CCCO2)c2ccc(Cl)cc2)c1 (stereo unspecified)	8	-12	4	3	23	i	0	16	3	-6
CCOCCCn1c(SC(C(=O)Nc2cc(C)ccc2C)c2ccccc2)nnc1-c1ccc(Cl)cc1 (stereo unspecified)	3	5	1	2	24	i	14	18	-1	9
CCOP(=O)(OCC)C(Nc1ccc([N+](=O)[O-])cc1)c1ccc(Cl)cc1 (stereo unspecified)	1	-21	10	3	1	i	-2	7	-3	-7

More records
SMILES	KLF5 inh	aSyn 5UTR inh	IEC-6 cytotox	GSK3beta inhib	HSF-1 act	PolyA inhibitor	GSK3A inh	AI-2 QS modul	HSP90 inh	HSF1 inhib
CC12CC(NC(=O)N1c1cccc(C(=O)NCc3ccccn3)c1)c1ccccc1O2 (stereo unspecified)	-35	-9	-6	.	9	i	2	49	0	1
N#C/C(=C(/O)c1cc2ccccc2o1)c1nc2ccccc2s1	-53	-120	-2	1	34	i	-1	8	-3	14
CCCCN1CCc2[nH]c(=S)[nH]c(=O)c2C1	-17	11	-6	1	-6	i	-1	24	4	-3
O=C(NC1=NCCS1)C1CC2CCC1C2 (stereo unspecified)	-7	10	-3	-3	1	i	-1	25	5	-2
CCn1c(CNC(=O)c2cccc(C)c2)nnc1SCC(=O)NC1CCCC1	-15	-16	-1	1	1	i	1	4	4	2
Cc1nc2ccccc2c(=O)n1/N=C/c1cn(-c2ccccc2)nc1-c1cccs1	-74	-67	0	2	-3	i	0	8	-1	-4
COC(=O)C1CN(C(=O)COc2ccc(Cl)c(C)c2)c2ccccc2O1 (stereo unspecified)	2	12	-2	-2	-27	i	-6	13	-1	-8
Cc1nn(CCC#N)c(C)c1Oc1ccccc1O	-30	-15	4	1	1	i	0	28	-1	-1
COc1ccccc1CNc1nc(C)c(C(C)=O)s1	-48	-58	-5	.	17	i	2	.	-2	21
CC(C)n1nc(C(=O)Nc2nc3ccc(S(C)(=O)=O)cc3s2)c2ccccc2c1=O	.	17	.	3	-11	i	1	13	.	-12
CCOC(=O)c1ccc(NC(=S)N(CCCN2CCCC(C)C2)Cc2cccs2)cc1 (stereo unspecified)	-10	1	-2	3	12	i	1	13	-1	2
COC(=O)c1ccccc1NC(=O)C(C)n1nc(C)c2c(C)n(-c3ccccc3)nc2c1=O (stereo unspecified)	-40	52	-3	.	10	i	-1	69	0	-5
CCOC(=O)C1(CCOc2ccccc2)CCN(Cc2cccn2-c2cccnc2)CC1	4	-16	-2	3	34	i	-1	16	0	11
CCN(CC)CC(C)CNC(=O)C1(O)c2ccccc2NC(=O)N1c1ccc(Cl)c(Cl)c1 (stereo unspecified)	-20	9	-1	3	2	i	-1	20	-3	4
CSCCC(NS(=O)(=O)/C=C/c1ccccc1)C(=O)N1CCC(C)CC1 (stereo unspecified)	21	-7	0	-1	-1	i	4	17	0	5
CC(CN1C(C)CCCC1C)OC(=O)c1ccc(Cl)cc1Cl (stereo unspecified)	-9	19	7	3	-6	i	-1	12	9	2
O=C(COC(=O)/C=C/c1ccc(S(=O)(=O)N2CCOCC2)cc1)NCc1ccc(F)cc1	-7	-1	3	1	-4	i	-2	14	2	-2
COc1cc(/C=N/NC(=O)c2ccc3nc[nH]c3c2)ccc1O	5	18	-4	1	-12	i	0	1	5	1
CCC(=O)N1CCCn2c1nc1ccccc12	-45	7	-1	-3	0	i	2	33	1	3
Cc1coc2c1c(C)cc1oc(=O)c(Cc3ccccc3)c(C)c12	-9	3	-4	0	-13	i	0	13	-4	4
COCc1c(C(=O)NC(C)c2ccc(S(N)(=O)=O)cc2)oc2ccccc12 (stereo unspecified)	-15	21	-5	0	-11	i	-2	28	0	-5
O=[N+]([O-])c1ccc(NCCCNS(=O)(=O)c2ccc(Cl)cc2)c(Cl)c1	14	27	1	2	.	i	-1	25	1	.
COC(=O)c1cc(-c2cccs2)nn1-c1ccccc1	-6	13	-10	2	5	i	-2	16	0	-8
Cc1ccc(OC(=O)C23CC4CC(CC(C4)C2)C3)c(C)n1	-35	9	-10	-3	3	i	-3	31	-5	4
CCCCN(CC)Cc1ccc(CNC(=S)Nc2c(C)cc(C)cc2C)o1	-9	-6	-10	1	10	i	-2	34	0	1
Clc1ccc(Cc2nn3c(Cn4nnc5ccccc54)nnc3s2)cc1	-30	28	-1	2	-17	i	1	10	0	1
COc1ccc(C(=O)Nc2ccccc2C(=O)N2CCOCC2)cc1Br	-1	-2	-8	1	0	i	-4	34	-3	-2
CC1(OC(=O)C2CCCC2)C(=O)C=C2C=C(c3ccsc3)N(Cc3ccco3)C=C2C1=O (stereo unspecified)	.	-5	.	-1	10	i	3	32	.	4
CCOc1cc(-c2nn3cnnc3s2)cc(OCC)c1OCC	-2	-6	6	3	16	i	0	-7	4	3
O=C(C1=NNC2C(=O)N(c3ccccc3)C(=O)C12)c1nc(Cl)ccc1Cl (stereo unspecified)	4	-4	-10	-1	.	i	-3	16	-4	.
Nc1nnc(C(F)(F)F)s1	-51	-14	-1	1	-13	i	-2	20	-3	1
COc1ccc(N=C(NN)c2ccc3ccccc3n2)cc1	-30	-32	6	0	-65	i	2	13	16	-61*
O=C(C1=C[C@@H](c2ccc(Br)cc2)C[C@@H](OCCCCO)O1)N1CCOCC1	1	8	-4	2	-10	i	1	1	9	1
COc1ccc(Cc2nc3ccc(C(=O)NCCCSC)cc3o2)cc1OC	-44	-99	5	-1	14	i	-1	12	-2	6
CCc1ccc(C(=O)COC(=O)C(CCSC)NC(=O)C23CC4CC(CC(C4)C2)C3)cc1 (stereo unspecified)	-26	-7	-4	-2	38	i	-3	7	4	1
Cc1ccc(CCNC(=O)c2ccc3nc4ccc(Cl)cc4c(=O)n3c2)cc1	-17	-29	-1	2	-15	.	-3	19	2	-7
CCC1(C)NC(C(=O)O)Cc2c1[nH]c1ccccc21 (stereo unspecified)	-26	7	-7	0	9	i	2	18	1	3
CC(C)c1nc(SCC(=O)Nc2ccc(C(=O)O)cc2)c2c3c(sc2n1)CCCC3	-37	-3	-4	5	29	i	-4	22	-5	-5
COc1ccc(OC)c(S(=O)(=O)ON2C(=O)c3ccccc3C2=O)c1	-31	-90	-3	2	21	i	-2	36	-4	15
CC(=C/c1ccco1)/C=N/NC(=O)c1ccncc1	8	-11	-6	2	-7	i	6	10	4	-6
Nc1nc(SC2c3cccc4cccc(c34)C2NS(=O)(=O)c2ccccc2)n[nH]1 (stereo unspecified)	4	-31	0	3	-5	i	0	19	-7	1
Cn1cnnc1SCC(=O)Nc1ccc2nc(SCc3ccccc3Cl)sc2c1	-7	-101	-4	3	29	i	-1	15	-1	9
CCN(CC(=O)Nc1c(F)cccc1F)C(=O)/C=C/c1ccc(OCC#N)c(OC)c1	.	28	.	1	-4	i	-2	23	.	-4
CCOc1ccccc1CN1CCN(CCCn2cccn2)CC1CCO (stereo unspecified)	-4	14	-1	-1	11	i	-1	22	4	-7

From PubChem
